# Bioassay records (PubChem)
# hcGAS inh: human cGAS inhibition; Q8N884; recombinant h-cGAS, ATP depletion, Kinase-Glo luminescence; inhibition, % at 12.5 µM; 0.081% of 290,000 active; AID 1259398;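 also: 0% = vehicle reaction and 100% = reaction without DNA for no activity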
# Target sequence (Q8N884 whole entry, looked up): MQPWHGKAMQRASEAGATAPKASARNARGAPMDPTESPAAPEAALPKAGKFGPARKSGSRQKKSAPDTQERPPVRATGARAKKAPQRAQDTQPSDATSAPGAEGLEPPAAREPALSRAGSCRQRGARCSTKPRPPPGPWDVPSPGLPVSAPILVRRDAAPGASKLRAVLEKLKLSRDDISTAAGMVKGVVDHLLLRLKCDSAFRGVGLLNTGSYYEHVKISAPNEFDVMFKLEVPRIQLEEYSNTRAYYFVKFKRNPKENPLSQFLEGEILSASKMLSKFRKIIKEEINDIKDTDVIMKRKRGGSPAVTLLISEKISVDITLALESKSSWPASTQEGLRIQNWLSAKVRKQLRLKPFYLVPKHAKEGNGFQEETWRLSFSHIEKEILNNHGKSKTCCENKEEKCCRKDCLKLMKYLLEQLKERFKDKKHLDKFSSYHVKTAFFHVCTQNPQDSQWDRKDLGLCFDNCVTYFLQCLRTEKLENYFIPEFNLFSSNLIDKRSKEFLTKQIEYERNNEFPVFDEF
# NPYLR7 agonist: activates Aedes aegypti NPYLR7 receptor; HEK293T NPYLR7/Galpha15, GCaMP6s calcium fluorescence; activation, % at 10 µM; 0.15% of 270,000 active; AID 1259423; in the data active = activation above about 40%;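 also: 0% = vehicle and 100% = reference agonist at the receptor; some compounds past the cut are filed as inactive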
# mcGAS lum: mouse cGAS inhibition by luminescence; Q8C6L5; inhibition, % at 12.5 µM; recombinant cGAS, Kinase-Glo ATP depletion luminescence; 0.15% of 160,000 active;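 also: 0% = negative control wells and 100% = reference inhibitor with no enzyme activity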
# * = called active by the depositor; / = no result given; & = joins results of further samples. Rule as the data show it, unless noted: active = inhibition above about 40%; inactive = the rest.
# Sample of the layout:
[1] Cn1c2c(c(=O)n(C)c1=O)C(O)(c1ccc(Br)cc1)N=C1SC=CN1C2 (stereo not given)
[2] COc1ccc(NCC2(c3ccnc(-c4cccc(O)c4)c3)CC2)cc1OC
[3] CCOC(=O)C1C(=O)C=C(c2ccco2)CC1c1ccc(OC)c(OC)c1 (stereo not given)

Assay by compound	1	2	3
hcGAS inh	-4	-6	-4
NPYLR7 agonist	-4	-14	11
mcGAS lum	/	-6	-4

# Results (from the top)
[1] Cn1c2c(c(=O)n(C)c1=O)C(O)(c1ccc(Br)cc1)N=C1SC=CN1C2 (stereo not given)
[2] COc1ccc(NCC2(c3ccnc(-c4cccc(O)c4)c3)CC2)cc1OC
[3] CCOC(=O)C1C(=O)C=C(c2ccco2)CC1c1ccc(OC)c(OC)c1 (stereo not given)
[4] CCOC(=O)c1nn(-c2ccc(C)cc2)c(=O)cc1OCC(=O)N1CCN(c2ccccc2)CC1
[5] CCOc1cccc(CNC(=O)NC2CCN(C(=O)C(CC)CC)CC2)c1
[6] CC[C@H](/C=C/C(C)C1CCC2C3CCC4=CC(=O)CC[C@]4(C)C3CC[C@]12C)C(C)C (stereo not given in full)
[7] C=C1OC2(O)c3ccccc3C(O)(O)C23C1=C(O)C(=O)N3CCCCCC (stereo not given)
[8] CN(Cc1cccnc1)C(=O)c1cc(COc2ccc(F)cc2F)[nH]n1
[9] COc1cccc(CO[C@]2(C(=O)NCCN3CCOCC3)CC(OCc3ccccc3)[C@@H]3OC(C)(C)O[C@@H]3C2)c1 (stereo not given in full)
[10] O=C(c1ccc2c(c1)OCO2)C1CCCN(Cc2cccn2-c2ccccn2)C1 (stereo not given)

Assay by compound	1	2	3	4	5	6	7	8	9	10
hcGAS inh	-4	-6	-4	-5	-4	-4	-6	-8	-10	-6
NPYLR7 agonist	-4	-14	11	5	9	-12	0	4	5	6
mcGAS lum	/	-6	-4	/	/	/	/	/	-5	/

[11] CC(O)CNS(=O)(=O)c1ccc(C(F)(F)F)cc1 (stereo not given)
[12] CC(C)CCCC(C)Nc1ncnc2sccc12 (stereo not given)
[13] Cc1nc2c(c(N3CCCCC3)n1)CN(C(=O)Nc1c(C(C)C)cccc1C(C)C)CC2
[14] O=S(=O)(Nc1ccc(F)c(F)c1F)c1ccc(S(=O)(=O)N2CCCC2)cc1
[15] COC(=O)C1=C(C)N=c2s/c(=C\c3ccccc3Cl)c(=O)n2C1c1ccc(OC(C)=O)cc1 (stereo not given)
[16] CC(C(=O)Nc1ccc2c(c1)OCO2)n1cc(S(=O)(=O)N2CCCC2)ccc1=O (stereo not given)
[17] CCC1CN(C(=O)Cc2nc3nc(C)cc(C)n3n2)CCN1 (stereo not given)
[18] CC(C)c1cc(CN(C)C(=O)CC2NC(=O)c3ccccc32)on1 (stereo not given)
[19] Cc1ccnc(SCCCn2c(N3CCCC(C)C3)nc3c2c(=O)[nH]c(=O)n3C)n1 (stereo not given)
[20] Cc1ccc(C2c3ccccc3CCN2C(=O)c2cc(Cl)cc(Cl)c2)cc1 (stereo not given)

Assay by compound	11	12	13	14	15	16	17	18	19	20
hcGAS inh	4	3	-2	-12&-8	7	-2	-7	0	-4	-9
NPYLR7 agonist	-3	17	6	6&0	-11	-1	2	3	8	1
mcGAS lum	/	-1	-6	-7&-5	4	/	/	/	-9	-8

# Retrieved by compound from the list above (3):
[18] CC(C)c1cc(CN(C)C(=O)CC2NC(=O)c3ccccc32)on1 (stereo not given)
[20] Cc1ccc(C2c3ccccc3CCN2C(=O)c2cc(Cl)cc(Cl)c2)cc1 (stereo not given)
[12] CC(C)CCCC(C)Nc1ncnc2sccc12 (stereo not given)

Assay by compound	18	20	12
hcGAS inh	0	-9	3
NPYLR7 agonist	3	1	17
mcGAS lum	/	-8	-1

# Remaining list, next part.
[21] CC(C(=O)N1CCOCC1)N(C)Cc1csc(Br)c1 (stereo not given)
[22] Cc1cc(C)n(-c2nc(C)c(C)c(=O)n2CC(=O)Nc2ccc(C(N)=O)cc2)n1
[23] CC(Cc1ccc2c(c1)OCO2)c1nccn1CCc1n[nH]c(=O)[nH]1 (stereo not given)
[24] CC(C)c1ccc(CNC(=O)CCCCNS(=O)(=O)c2ccccc2)cc1
[25] CCn1ccnc1CN(C)C1CCCN(CCCc2ccccc2)C1 (stereo not given)
[26] COc1ccc2nc(NC(C)=O)sc2c1
[27] CCc1c(C)nn(-c2ccc(C(=O)N3CCC(O)(c4ccccc4)CC3)cc2)c1C
[28] CN(C)S(=O)(=O)c1ccc(C(=O)NCCn2ncc3c(=O)n(Cc4ccccc4)cnc32)cc1
[29] CN(C)CCN(Cc1c(-c2ccccc2)noc1N1CCc2ccccc2C1)C(=O)c1cccc(F)c1
[30] COc1cc([N+](=O)[O-])cc2sc(N)nc12

Assay by compound	21	22	23	24	25	26	27	28	29	30
hcGAS inh	-9	-11	-5	2	-10	-4	-4	-5	-3	-4
NPYLR7 agonist	4	-5	18	1	2	11	-5	-2	-3	2
mcGAS lum	/	-8	/	/	/	/	-6	-8	0	-2

[31] CCc1nnc2n1CCN(C(=O)C(OCC1CCCO1)C(C)C)C2 (stereo not given)
[32] CC(C)C(NS(=O)(=O)c1cccs1)C(=O)NNC(=O)c1ccc(Cl)cc1 (stereo not given)
[33] Cc1ccc(Cl)cc1N1CCN(Cc2nc(-c3ccccn3)no2)CC1
[34] CC(=O)Nc1ccc(S(=O)(=O)N2CCN(c3nc(-c4ccc(C(F)(F)F)cc4)nc(C)c3C(C)C)CC2)cc1
[35] c1ccc(-n2nnnc2SCCc2nn[nH]n2)cc1
[36] COc1cccc(-c2cc(C(=O)N3CCN(C(=O)c4ccc([N+](=O)[O-])cc4)CC3)c(C)n2-c2ccccc2)c1
[37] COCCOc1nc(-c2ccc(F)cc2)n(-c2ccc(NC(=O)Nc3ccccc3C)cc2)n1
[38] CCn1nc(C)cc1C(=O)N1CCCC(CNC(=O)c2cccc3ccccc23)C1 (stereo not given)
[39] Cc1csc2c(SCC(=O)N3CCCC(O)C3)ncnc12 (stereo not given)
[40] CC1CC(=O)c2cnn(-c3nc4ccccc4s3)c2C1 (stereo not given)

Assay by compound	31	32	33	34	35	36	37	38	39	40
hcGAS inh	-3	4	-5	4	3	-6	0	-8	-6	-9
NPYLR7 agonist	1	2	13	0	3	17	19	-1	8	15
mcGAS lum	/	/	/	0	/	-7	-6	-11	/	/

[41] CC(C)C(CC#N)OC(=O)CCS(=O)(=O)c1ccc2c(c1)OCCCO2 (stereo not given)
[42] Cc1nc2sccn2c1C(=O)N(Cc1ccccn1)CC1CCCO1 (stereo not given)
[43] COCCN1CCCC(O)(CN2CCN(c3nc4ccccc4o3)CC2)C1=O (stereo not given)
[44] C=CCn1c(=NC(=O)c2ccc(Br)s2)sc2cc(S(N)(=O)=O)ccc21
[45] Cc1nn(CC(C)C)c(Cl)c1C(=O)NCC1Cc2ccccc2O1 (stereo not given)
[46] CCOc1cccc2cc(C(N)=O)c(=Nc3ccc(C)cc3)oc12
[47] Cc1sc2ncnc(N(C)C3CCCCC3)c2c1S(=O)(=O)N1CCC(C)CC1
[48] Cc1c(C#N)c(NC(=O)CCCl)n(Cc2ccco2)c1C
[49] O=C(NCc1cccnc1)C1COC2(CCN(C(=O)c3ccccc3F)CC2)N1C(=O)c1cccc(F)c1 (stereo not given)
[50] Cc1[nH]cnc1C(=O)N1CCCC(CCc2ccc(F)cc2F)C1 (stereo not given)

Assay by compound	41	42	43	44	45	46	47	48	49	50
hcGAS inh	-8	2	-3	-10	-8	-6	-2	-6	-6	-2
NPYLR7 agonist	-4	5	19	5	9	-5	-1	3	2	7
mcGAS lum	/	/	/	/	-14	-5	/	-4	-6	-9

[51] CC(=O)Nc1nc(C23CC4CC(CC(C4)C2)C3)c(C)s1
[52] Cc1cc(C)cc(N2CCn3c2nc2c3c(=O)n(C)c(=O)n2C)c1
[53] C[C@H](N)[C@H](O)c1cccc(O)c1
[54] Cc1cc(S(=O)(=O)N2CCN(CC(=O)NCC3CC3)CC2)c(C)s1
[55] CCOC(=O)C(=O)N1CCN(c2cc(S(=O)(=O)N3CCN(CC)CC3)ccc2OC)CC1
[56] COC(=O)c1c(NC(=O)CSc2nc(C)nc3sc4c(c23)CCC4)sc2c1CCC2
[57] Fc1ccc(OCCCN2CCN(Cc3cc4n(n3)CCNC4)CC2)cc1
[58] COc1cc2ccccc2cc1C(=O)Nc1cc(-c2nc3ccccc3o2)ccc1C
[59] Cc1ccccc1C(=O)Nc1sc2c(c1C(=O)N(C)C)CCC(C)C2 (stereo not given)
[60] CN(Cc1cc2n(n1)CCCNC2)Cc1cc(-c2ccncc2)no1

Assay by compound	51	52	53	54	55	56	57	58	59	60
hcGAS inh	1	-9	-5&-2	-9	-1	0	-5	-2	-13	-7
NPYLR7 agonist	10	/	-3	-6	5	-4	20	-3	3	8
mcGAS lum	/	-10	-5	-16	-5	-2	/	-4	2	/

[61] COc1ccc(N2CC(c3nc4ccccc4n3CCOc3cccc(OC)c3)CC2=O)cc1 (stereo not given)
[62] CC#CC#C/C=C1\C=CC2(OC=CC2OC(=O)C=C(C)C)O1 (stereo not given)
[63] CC1CN(CCNC(=O)c2ccc3nc[nH]c3c2)CC(C)O1 (stereo not given)
[64] O=C(CCC1CCCN(C(=O)c2cccc(N3CCCC3=O)c2)C1)NCc1ccccc1F (stereo not given)
[65] CN(CC(=O)Nc1ccccc1C(F)(F)F)C(=O)C1CC1
[66] CCOC(=O)C1=C(COC(=O)c2c(C)noc2C)NC(=O)NC1c1cccs1 (stereo not given)
[67] Cc1n(O)c2c(NO)ccc(N=O)c2[n+]1[O-]
[68] Cn1c(=NNC(=O)c2ccccc2Br)sc2ccccc21
[69] Cc1cn2c(CN3CCN(C(=O)CC(C)(C)C)CC3)c(-c3ccc([N+](=O)[O-])cc3)nc2s1
[70] O=C(Nc1ccc(O)c(-c2nc3ccccc3o2)c1)c1ccc([N+](=O)[O-])cc1

Assay by compound	61	62	63	64	65	66	67	68	69	70
hcGAS inh	-7	-5	-4	-4&-5	-8	-4	-5	-7	0	-6
NPYLR7 agonist	0	-7	20	10&4	2	-1	0	-7	/	-3
mcGAS lum	-5	-6	/	/	/	-9	/	/	-3	-5

[71] COc1ccc(CNS(=O)(=O)c2cc(F)ccc2OC)cc1
[72] CCOC(=O)c1nn(-c2ccc(C)cc2)c(=O)cc1OS(=O)(=O)c1cccc(C)c1
[73] CC(C)(C)C1CCc2nc(SC3CC(=O)N(c4ccccc4)C3=O)c(C#N)cc2C1 (stereo not given)
[74] CCOc1ccccc1N1CCN(S(=O)(=O)c2ccc(C)cc2)C(C)C1=O (stereo not given)
[75] CCCNc1c([N+](=O)[O-])c(=O)oc2ccccc12
[76] COC(=O)CC(NS(=O)(=O)c1ccc(C)c(C(F)(F)F)c1)C1CC1 (stereo not given)
[77] COCCN(CC1CCCC1)CC1CCCN(C2Cc3ccccc3C2)C1 (stereo not given)
[78] CC1CN(C(=O)COCCOc2ccccc2)C1c1ccccc1 (stereo not given)
[79] O=C(CCn1ncc(=O)c2ccccc21)NCc1cc(Cl)c2c(c1)OCCCO2
[80] O=C(NC1COc2ccccc21)C1CCCN1Cc1ccccc1 (stereo not given)

Assay by compound	71	72	73	74	75	76	77	78	79	80
hcGAS inh	2	-2	-4	-6	3	0	2	-12	-14	-4
NPYLR7 agonist	10	0	22	18	-4	0	3	0	5	1
mcGAS lum	-1	-5	-7	-7	/	-11	/	/	/	-2

[81] COc1ccc(OC)c(-c2cnc(-c3ccc(CNC(=O)c4ccc(F)c(F)c4F)cc3)[nH]2)c1
[82] CCCN1CCC(C)(C(=O)Nc2cccc3ccccc23)C1 (stereo not given)
[83] CC(C)Cn1c(=S)[nH]c2cc(Cl)ccc21
[84] CC(=O)c1ccc(N2CCN(Cn3ncn(-c4ccccc4)c3=S)CC2)c(F)c1
[85] COc1ccccc1-c1nc(C)c(-c2ccccc2)s1
[86] CCN(CC)S(=O)(=O)c1ccc(CNC(=O)Cn2ccnc2)cc1
[87] CC(C)(C)c1cn(CC2CCCN(c3cnc4ccccc4n3)C2)nn1 (stereo not given)
[88] O=S(=O)(c1ccc(NCc2ccccc2CN2CCCCC2)nc1)N1CCCC1
[89] O=C(Nc1ncc(Cc2cc(Cl)ccc2Cl)s1)c1ccco1
[90] O=C(CC12CC3CC(CC(O)(C3)C1)C2)OCc1nnc(-c2ccccc2)o1

Assay by compound	81	82	83	84	85	86	87	88	89	90
hcGAS inh	2	-13	-2	-8	-6	5	-4	0	-13	-6
NPYLR7 agonist	3	0	3	8	2	5	6	0	5	2
mcGAS lum	4	/	/	/	/	/	-14	/	/	/

[91] O=P(O)(O)C(Cl)(Cl)P(=O)(O)O
[92] c1ccn2cc(-c3ccc4c(c3)OCCO4)nc2c1
[93] Clc1ccc2c(NCCN3CCOCC3)nc(-c3ccco3)nc2c1
[94] CCONC(=O)c1cc(-c2ccco2)n(-c2cccc(Cl)c2)n1
[95] CCOC(=O)c1nn(-c2ccc(C)cc2)c(=O)cc1NC(=O)c1ccccc1Cl
[96] O=C(NCc1nc2ccccc2[nH]1)c1cc(-c2ccccc2)n(C2CCS(=O)(=O)C2)n1 (stereo not given)
[97] COc1cccc(C2C(=C(O)c3ccc(OC(C)C)cc3)C(=O)C(=O)N2c2ccccn2)c1 (stereo not given)

Assay by compound	91	92	93	94	95	96	97
hcGAS inh	1	-22	5	-5	-2	-10	-5
NPYLR7 agonist	-7	7	7	10	/	2	1
mcGAS lum	-3	/	3	/	-7	-7	-8
